UCHL1 block: blocks human UCHL1 ubiquitin-rhodamine cleavage; P09936; purified UCHL1, Ub-rhodamine cleavage fluorescence; inhibition, % at 20 µM; 47,000 compounds, 0.2% hits; AID 1645859
USP28 inh: inhibitors of human USP28 deubiquitinase. Q96RU2. purified USP28, Ub-rhodamine cleavage fluorescence, 30 min. inhibition, % at 25 µM. 47,000 compounds, 3% hits. AID 1645857
Target sequence (Q96RU2 whole entry, looked up): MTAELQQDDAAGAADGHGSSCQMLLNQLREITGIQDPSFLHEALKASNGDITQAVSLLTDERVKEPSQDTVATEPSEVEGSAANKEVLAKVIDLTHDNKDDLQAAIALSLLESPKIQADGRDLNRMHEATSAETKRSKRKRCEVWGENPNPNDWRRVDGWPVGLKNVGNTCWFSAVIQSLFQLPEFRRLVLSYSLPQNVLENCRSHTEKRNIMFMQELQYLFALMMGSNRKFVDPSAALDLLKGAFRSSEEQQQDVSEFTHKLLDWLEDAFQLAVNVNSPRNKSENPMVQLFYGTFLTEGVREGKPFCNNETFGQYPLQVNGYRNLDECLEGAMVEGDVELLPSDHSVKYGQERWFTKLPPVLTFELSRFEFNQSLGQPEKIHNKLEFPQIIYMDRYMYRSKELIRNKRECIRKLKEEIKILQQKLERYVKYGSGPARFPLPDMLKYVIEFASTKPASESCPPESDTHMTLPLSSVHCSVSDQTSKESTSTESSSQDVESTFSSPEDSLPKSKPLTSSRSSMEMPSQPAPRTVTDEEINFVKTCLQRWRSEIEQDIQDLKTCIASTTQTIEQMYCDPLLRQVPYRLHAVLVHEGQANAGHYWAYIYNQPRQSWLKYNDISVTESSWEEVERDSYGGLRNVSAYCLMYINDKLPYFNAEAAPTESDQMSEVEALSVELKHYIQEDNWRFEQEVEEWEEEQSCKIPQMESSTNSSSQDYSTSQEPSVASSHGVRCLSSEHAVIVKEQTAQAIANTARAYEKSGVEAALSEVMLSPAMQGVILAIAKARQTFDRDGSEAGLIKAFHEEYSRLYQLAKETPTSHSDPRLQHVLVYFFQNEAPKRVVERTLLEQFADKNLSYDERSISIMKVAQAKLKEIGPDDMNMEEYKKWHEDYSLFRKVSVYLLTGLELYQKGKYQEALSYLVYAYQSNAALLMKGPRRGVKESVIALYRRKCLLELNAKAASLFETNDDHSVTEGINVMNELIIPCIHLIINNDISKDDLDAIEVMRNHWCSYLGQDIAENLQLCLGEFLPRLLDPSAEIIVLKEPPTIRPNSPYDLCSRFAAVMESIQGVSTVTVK
USP10 inh: blocks human USP10 ubiquitin-rhodamine cleavage; inhibition, % at 20 µM; purified USP10, Ub-rhodamine fluorescence, 60 min; 47,000 compounds, 1.1% hits; AID 1645856; Q14694
USP17 block: blocks human USP17 ubiquitin-rhodamine cleavage. A8MUK1. purified USP17, Ub-rhodamine cleavage fluorescence, 3 h. inhibition, % at 50 µM. 47,000 compounds, 6.5% hits
OTUD3 block: blocks human OTUD3 ubiquitin-rhodamine cleavage; Q5T2D3; purified OTUD3, Ub-rhodamine fluorescence, 2 h; inhibition, % at 25 µM; 47,000 compounds, 0.7% hits
USP7 block: human USP7 deubiquitinase inhibition | AID 1645854 | inhibition, % at 20 µM | purified USP7, Ub-rhodamine cleavage fluorescence | Q93009 | 47,000 compounds, 0.3% hits
USP8 block: inhibitors of human USP8 deubiquitinase; 47,000 compounds, 4.2% hits; AID 1645853; P40818; purified USP8, Ub-rhodamine cleavage fluorescence, 30 min; inhibition, % at 20 µM
USP30 inh: blocks human USP30 ubiquitin-rhodamine cleavage; Q70CQ3; purified USP30, Ub-rhodamine cleavage fluorescence; inhibition, % at 25 µM; 47,000 compounds, 5.3% hits
Starred values were filed as active, the others as inactive; i = inactive. No stated cut-off is given here; in the data, active means inhibition above about 30%; inactive means the rest.

UCHL1 block,USP28 inh,USP10 inh,USP17 block,OTUD3 block,USP7 block,USP8 block,USP30 inh,Structure
0,6,4,2,9,5,8,4,CCOc1ccc(C2CC(=O)Nc3c2sc(C(=O)O)c3-c2ccc(OC)cc2)cc1 (centres undefined)
4,5,-1,-1,6,3,-84,9,O=C(c1ccncc1)N1CCn2c(nnc2-c2cncc(Br)c2)C1
-2,-29,8,-6,-10,4,-2,-19,O=C(CSCc1ccccc1)Nc1nnc(C23CC4CC(CC(C4)C2)C3)s1
7,13,12,5,9,19,9,24,CCN(c1ccc(NC(=O)COC(=O)c2cccnc2Nc2cccc(C(F)(F)F)c2)cc1)C(C)C
-2,-8,3,0,-3,0,2,10,Cc1cc(C)c(NS(=O)(=O)c2c[nH]c(=O)[nH]c2=O)c(C)c1
-5,-2,1,0,2,-3,-13,-4,CCN(C(=O)c1nc(N2CCOCC2)c2cnn(C)c2n1)c1ccccc1
0,0,3,22,0,2,-3,17,Cc1ccccc1OCc1nnc(SCC(=O)c2ccc(C#N)cc2)n1C
0,-4,0,-9,-3,-4,-5,-3,N#Cc1cccc(C(=O)N2CCN(c3cc(-c4ccccc4)[nH]n3)CC2)c1
0,5,0,6,12,3,15,16,Cc1cccc(Nc2cc(C3CCN(C(=O)c4ncccn4)CC3)ccn2)n1
0,0,0,-4,-5,-1,-1,0,Cc1cc(=O)n(CC(=O)NCCN2CCOCC2)c2c1c(C)nn2-c1ccccc1
6,17,1,54*,13,11,16,-20,O=C(Nc1cccc(F)c1)c1ncoc1-c1ccco1
10,-4,-7,9,1,-48,39*,-42,CC(C)Cn1c(=O)c2nscc2n(CC(=O)NCc2ccccc2)c1=O
-2,1,1,2,0,8,7,16,Cn1c(=O)c2c(SCC(=O)N3CCC(Cc4ccccc4)CC3)nc(-c3cccs3)nc2n(C)c1=O
-5,-4,-3,-6,-4,-1,2,-4,Cc1c(CN2CCOCC2)nnn1-c1ccccc1
-1,3,-1,2,10,-1,-37,17,COc1cnc(CSc2nccc(C)n2)cc1OCC(=O)Nc1ccc(C)cc1C
2,26,2,40*,5,7,-15,18,CC(OC(=O)c1ccc(N(C)C)cc1)C(=O)Nc1ccc2c(c1)OCCO2 (centres undefined)
-8,14,-11,-22,-148,-22,-2,-50,Oc1ccc(-c2nc3ccccn3c2NC2CCCC2)cc1
1,9,4,-5,0,-2,0,8,Cc1ccccc1NS(=O)(=O)c1ccc2c(c1)NC(=O)C(C)CS2 (centres undefined)
0,-6,-6,0,-4,3,0,8,CC1CC[C@@]2(OC1)O[C@@H]1[C@H]([C@@H]2C)[C@@]2(C)CCC3C(CCC4C[C@@H](O)[C@H](O)C[C@@]43C)C2[C@@H]1O (some centres undefined)
-1,5,2,-11,0,-3,-5,5,Cc1ccc(OCC(=O)Nc2onc3c2CCCC3)cc1
4,10,1,1,13,9,19,23,COc1ccc(C2O[C@H](c3ccccc3)[C@H](C)N2C)cc1 (some centres undefined)
-3,-6,-1,1,-6,-7,5,-6,CCc1cc(=O)n(CC(=O)NC2CCCC2)c(N2CCOCC2)n1
-1,25,2,17,14,-3,17,20,CCCNC(=O)c1nnn(-c2ccc(CC)cc2)c1C
9,10,3,16,10,6,17,48*,Nc1cc(C2CCN(S(=O)(=O)c3ccc4c(c3)CCCC4)CC2)no1
0,6,0,6,5,2,6,11,O=C(NC1CCC1)c1ncn2c1CN(CC1CC1)S(=O)(=O)c1ccccc1-2
-4,-15,-2,-39,-9,-2,-1,-16,Cn1cc2c(n1)C(C(=O)NCCc1c[nH]c3ccc(F)cc13)CNC2 (centres undefined)
6,-5,3,-43,1,-8,8,-9,COc1ccc(CN(C)c2nc3cc(C)nn3c3ccccc23)cc1
-2,-7,-2,-5,-12,-4,-10,-17,COc1ccc(-c2noc([C@@H]3CCCN3Cc3cccnc3)n2)cn1
-2,-4,-4,-11,-1,0,-29,-12,Cc1ccccc1CNC(=O)C1CCN(c2cnc(N3CCOCC3)nc2)CC1
-4,-5,2,-11,-7,0,-11,1,CC1=C(C(=O)Nc2ccccc2)C(c2cccc(OCc3ccc(F)cc3)c2)n2ncnc2N1 (centres undefined)
-4,-21,-10,-33,-11,-6,-31,-28,CC1CCN(c2ncc3c(n2)CCC(C(=O)NC(C)c2cccnc2)C3)CC1 (centres undefined)
6,6,3,-6,0,2,-10,-4,COc1ccc(NC(=O)Cc2cc(OC)c(OC)c(OC)c2)cc1S(=O)(=O)Nc1ccc(Br)cc1
2,-9,6,37*,1,4,1,-2,CCOc1ccc(-c2nc3c(cnn3-c3ccccc3)c(=O)[nH]2)cc1
0,8,9,-22,13,7,8,5,CCC(Cc1ccccc1)NC(=O)Cn1nc(C)c2ccccc21 (centres undefined)
1,11,1,-6,-2,-16,1,16,CCc1ccccc1NC(=O)CCC(=O)N1CCOc2ccc(C)cc21
8,6,18,31*,-1,9,12,15,CC(=O)O[C@@H]1/C=C(/C)[C@H](OC(=O)c2ccc(O)cc2)C/C=C(/C)CCCC1(C)C
0,4,0,0,7,1,7,-5,CCN(CC)c1ccc2nnc(CCC(=O)N3CCCC3)n2n1
-6,-20,-13,-25,-12,-6,-35,-42,Cc1cccc(-c2nc(CN3CCC(C(=O)NCc4cccnc4)CC3)no2)c1
5,15,8,0,6,6,-15,8,Cc1sc(NC(=O)C2CCCCC2)nc1-c1ccccc1
-34,-27,-12,8,-20,-99,49*,-270,Cc1cc2nccc(C3CCN(C(=O)COc4cccnc4)CC3)n2n1
2,12,-2,39*,8,0,11,16,O=C(CSc1ccc2nnc(CCNS(=O)(=O)c3ccccc3)n2n1)NCc1ccc(F)cc1
-3,-3,1,-8,0,-20,-2,-9,O=C(CCc1ccccc1F)NC1CCCc2ccccc21 (centres undefined)
4,-4,3,-29,-22,-30,-19,-27,CN(C)c1nc(NCc2cccc(Cl)c2)c2cnn(C)c2n1
2,13,1,17,5,2,20,14,Cc1nc2ccc(NC(=O)Cc3ccccc3F)cc2s1
-3,-9,-9,-9,-4,0,-5,-5,CCOC(=O)N1CCN(C(=O)c2ccc(CS(=O)c3ccccc3Cl)o2)CC1 (centres undefined)
-59,-248,-7,-183,-183,-58,-14,i,CC(C)CCn1c(CCCC(=O)N2CCCC2)nc2cccnc21
3,9,0,24,-1,-18,68*,-3,Oc1sc(C=Nc2ccc(F)cc2)c2ccccc12
0,-2,-2,1,-5,5,22,-11,Cc1ccc(N2C(=O)c3ccc(-c4ccco4)n3CC2(C)C(=O)NC2CCCC2)cc1 (centres undefined)
5,19,2,17,13,0,17,4,COc1ccc(CNC(=O)CN2C(=O)c3ccccc3C2c2cn(C)c3ccccc23)cc1 (centres undefined)
-1,-5,-1,-2,-1,-10,2,-11,CC1CCN(c2ccc3nnc(CCC(=O)NCC(C)c4ccccc4)n3n2)CC1 (centres undefined)
-4,71*,-10,-17,-15,-8,-11,-20,CCN(CC)c1cc(C)c2cc(NC(=O)c3ccncc3)ccc2n1
-1,-4,2,6,0,0,-6,-9,Cc1cc(C)n(-c2cc(Oc3ccccc3Br)nc(C)n2)n1
-42,-249,-9,-164,-202,-58,-352,i,CC[N+](C)(CC)CCC[n+]1c(-c2ccccc2)c2cc(N)ccc2c2ccc(N)cc21
0,0,2,-4,0,2,2,10,CC1(C)O[C@@](C)([C@H]2CC3(CCN(C(=O)c4ccccc4)CC3)CO2)CC[C@@H]1O
-4,-7,-4,-7,-15,-1,-3,-24,O=C(/C=C/c1cccc(F)c1)NCc1nnc2ccccn12
-5,-20,-2,-20,-17,1,-165,-78,Cc1ccc(-n2nc3c(c2-n2cccc2)CN(C(=O)c2ccc[nH]c2=O)C3)c(C)c1
9,11,12,31*,25,13,11,28,O=C(COC(=O)C1CCCCC1)Nc1ccc(Oc2ccccc2)cc1
-2,4,0,0,-3,0,-3,-5,Cc1cc(N2CCN(C)CC2)nc2ccc(NC(=O)CCC(=O)NCc3ccc4c(c3)OCO4)cc12
-2,-7,2,15,-11,3,0,1,CC(Nc1ccccc1)c1nc2scc(-c3ccccc3)c2c(=O)[nH]1 (centres undefined)
-1,-5,6,4,-8,-9,-1,0,Cc1c(-c2nnnn2-c2ccc(Br)cc2)cnc2ccccc12

Additional compounds follow:
UCHL1 block,USP28 inh,USP10 inh,USP17 block,OTUD3 block,USP7 block,USP8 block,USP30 inh,Structure
4,6,-1,7,9,2,0,9,Cc1ccc(CN2C[C@H]3C[C@H](C(=O)N4CCOCC4)[C@@H](C2)O3)cc1
-4,-1,2,-6,-3,-2,0,-5,CC(C)C(OC(=O)c1ccccc1)c1nccc2ccccc12 (centres undefined)
8,16,8,20,18,10,21,20,COc1ccc2c(c1)C(=O)C/C(=C\c1ccc(Cl)cc1)C2
2,4,3,5,0,-3,1,0,COc1cc(CCC(=O)N(C)C(c2ccccc2)c2ccccc2)cc(OC)c1OC
3,-10,-3,-2,11,6,6,7,CC(=O)N1CCc2cc(S(=O)(=O)N3CCN(c4ccccn4)CC3)ccc21
0,0,1,12,1,-26,-41,29,O=S(=O)(c1ccc(-c2cc(C(F)(F)F)on2)s1)N(Cc1ccccn1)Cc1ccccn1
-3,-5,0,-15,-9,-11,-24,0,CC(C)(C)c1ccc(/C=C/C(=O)NCCCn2ccnc2)cc1

Complete entries, quoted from the list. Order of values: UCHL1 block | USP28 inh | USP10 inh | USP17 block | OTUD3 block | USP7 block | USP8 block | USP30 inh
O=S(=O)(c1ccc(-c2cc(C(F)(F)F)on2)s1)N(Cc1ccccn1)Cc1ccccn1 in the list: 0 | 0 | 1 | 12 | 1 | -26 | -41 | 29
Cc1ccc(CN2C[C@H]3C[C@H](C(=O)N4CCOCC4)[C@@H](C2)O3)cc1 in the list: 4 | 6 | -1 | 7 | 9 | 2 | 0 | 9

Filtered by structure, those above containing an aryl methoxy group
UCHL1 block,USP28 inh,USP10 inh,USP17 block,OTUD3 block,USP7 block,USP8 block,USP30 inh,Structure
0,6,4,2,9,5,8,4,CCOc1ccc(C2CC(=O)Nc3c2sc(C(=O)O)c3-c2ccc(OC)cc2)cc1 (centres undefined)
-1,3,-1,2,10,-1,-37,17,COc1cnc(CSc2nccc(C)n2)cc1OCC(=O)Nc1ccc(C)cc1C
4,10,1,1,13,9,19,23,COc1ccc(C2O[C@H](c3ccccc3)[C@H](C)N2C)cc1 (some centres undefined)
6,-5,3,-43,1,-8,8,-9,COc1ccc(CN(C)c2nc3cc(C)nn3c3ccccc23)cc1
-2,-7,-2,-5,-12,-4,-10,-17,COc1ccc(-c2noc([C@@H]3CCCN3Cc3cccnc3)n2)cn1
6,6,3,-6,0,2,-10,-4,COc1ccc(NC(=O)Cc2cc(OC)c(OC)c(OC)c2)cc1S(=O)(=O)Nc1ccc(Br)cc1
5,19,2,17,13,0,17,4,COc1ccc(CNC(=O)CN2C(=O)c3ccccc3C2c2cn(C)c3ccccc23)cc1 (centres undefined)
8,16,8,20,18,10,21,20,COc1ccc2c(c1)C(=O)C/C(=C\c1ccc(Cl)cc1)C2
2,4,3,5,0,-3,1,0,COc1cc(CCC(=O)N(C)C(c2ccccc2)c2ccccc2)cc(OC)c1OC
